Source: PubChem BioAssay (National Center for Advancing Translational Sciences (NCATS))
AID inh = blocks human AID cytidine deaminase activity; Q9GZX7; hit rate 0.32% among 91,000; Potency, µM (highest dose often 115 µM), inactives show top-dose activity change, negative = inhibition, usual class: inhibitors; AID deamination FRET fluorescence, UDG-coupled, 4 h; further: nearly all actives have a fitted effect of over 25% in size
Target sequence (Q9GZX7 whole entry, looked up): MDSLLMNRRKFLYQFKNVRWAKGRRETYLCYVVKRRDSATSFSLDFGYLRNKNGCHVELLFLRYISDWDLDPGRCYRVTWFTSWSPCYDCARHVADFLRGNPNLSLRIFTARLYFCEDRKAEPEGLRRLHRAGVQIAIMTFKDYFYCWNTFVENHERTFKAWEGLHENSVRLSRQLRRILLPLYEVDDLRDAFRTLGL
UDG counter = UDG inhibition counter-screen | FRET deamination/UDG coupled assay, UDG read, 4 h | Potency, µM (series often up to 115 µM), without a hit: at the highest dose activity change, negative = inhibition, most hits filed as inhibitors | AID 1347430 | hit rate 0.14% among 91,000; further: nearly all actives have a fitted effect of over 65% in size
An asterisk follows results filed as active; ? = inconclusive; [ ] = another dose, or the depositor's remark. The call rests on the fitted dose curve; in most records, active means well fitted curve in the direction sought with a large enough effect; inconclusive means small, poorly fitted or top-dose-only effect, or another doubt; inactive means no such curve, though single readings can be large; an effect the other way counts as inactive or inconclusive. On the % scale 0 is the no-effect control and ±100 the full control effect; potency means the concentration at half of the fitted maximal effect.

Under each structure: AID inh, UDG counter
- CCOC(=O)C(NC(=O)/C=C/c1cccs1)C(=O)OCC
    -5%, -3%
- COCCCNC(=O)Cn1c(=O)n(-c2cccc(C)c2)c(=O)c2c3c(sc21)CN(C(C)=O)CC3
    44%[activator], 28%
- CCc1ccccc1NC(=O)c1cnc2sc(N3CCCC3)nn2c1=O
    12%, -2%
- Cc1cc(C)cc(NCc2ccccc2CO)c1
    1%, -10%
- C=C(C)[C@@H]1CCC2(C(=O)OC)CC[C@]3(C)C(CCC4[C@@]5(C)C/C(=C\c6cccc(OC)c6OC)C(=O)C(C)(C)C5CC[C@]43C)C12 (stereo partly drawn)
    1%, -5%
- COc1ccc(S(=O)(=O)NCC(c2ccc(N(C)C)cc2)N2CCc3ccccc32)cc1F (stereo not drawn)
    -11%, -2%
- Cc1cccc(C)c1NC(=O)CCSc1nc(-c2ccc3c(c2)OCO3)cc(C(F)(F)F)n1
    33%, 16%
- CN(CC(=O)Nc1ccccc1Br)C(=O)CCn1c(=O)oc2ccccc21
    13%, -7%
- Cn1c(=O)c2c(nc(Br)n2C)n(C)c1=O
    -2%, -8%
- CCc1nc(CNCc2cccc(NC(=O)c3cccc(F)c3)c2)cs1
    7%, -4%
- CCN(Cc1ccc(C(=O)Nc2cccc(C(=O)NC3CC3)c2)cc1)C(C)C
    8%, 13%
- COc1ccc(NC(=O)C(c2ccccc2)N2Cc3ccccc3C2=O)cc1 (stereo not drawn)
    -16%, -2%
- COc1cc(NC(=O)C2CCCN(S(=O)(=O)c3cn(C)cn3)C2)cc(OC)c1 (stereo not drawn)
    4%, 3%
- COc1ccc(S(=O)(=O)Nc2ccc3c(c2)CCCN3S(=O)(=O)c2ccc(C)cc2)cc1F
    -7%, 8%
- O=[N+]([O-])c1ccc(S(=O)(=O)NCc2nc3cccnc3n2Cc2ccccc2Cl)cc1
    14%, -1%
- COC(=O)Cc1c(C)c2ccc(OCC(=O)OCc3ccccc3)c(C)c2oc1=O
    -5%, -3%
- CCOc1ccc(S(=O)(=O)c2cn(Cc3ccc(OC)cc3)c3ccc(F)cc3c2=O)cc1
    5%, -7%
- Cc1ccc2c(C)c(C(=O)Nc3nc(-c4ccc(C)s4)ns3)oc2c1
    4%, -3%
- Fc1ccc(CCNC(=S)NCc2ccccc2)cc1
    -15%, -9%
- CC(C)CCNC(=O)CC(c1ccc(F)cc1)N1Cc2ccccc2C1=O (stereo not drawn)
    -10%, -7%
- Cc1cccc(NC(=O)c2ccc(-c3nc(CSc4ccccc4)c(C)o3)cc2)c1C
    -11%, -23%
- CC(/C=C/N(C)C)=C\C=[N+](C)C
    35%[activator], -3%
- O=[N+]([O-])c1c(-n2nnc3ccccc32)nn(-c2ccccc2)c1C(Cl)Cl
    -1%, -5%
- COc1ccccc1NC(=O)C1=C(C)Nc2nc3ccccc3n2C1c1cccc(Br)c1 (stereo not drawn)
    10%, 0%
- Cc1ccccc1CNC(=O)c1ccccc1NC(=O)c1nsc2ccccc12
    -9%, 12%
- O=C(NC1CC(=O)N(c2ccccc2)C1)c1ccc(Br)o1 (stereo not drawn)
    -20%, -9%
- Cc1ccc(NC(=O)CSc2ccc(-c3cccs3)nn2)cc1Cl
    -5%, 0%
- CCOc1ccc(C(=O)Nc2cccc(Cl)c2N2CCCC2)cc1
    -8%, -1%
- O=C(OCC(=O)c1cccs1)c1ccco1
    17%, 10%
- COC(=O)c1ccc(/C=C(/C#N)C(=O)c2ccsc2)cc1
    -10%, -1%
- Cn1c(=O)c2nc(SCC(=O)Nc3ccc(Cl)c(Cl)c3)n(C)c2n(C)c1=O
    1%, -9%
- Cn1c(NCc2ccc3c(c2)OCO3)nc2c1c(=O)n(Cc1ccc(F)cc1)c(=O)n2C
    -26%, -7%
- Cc1cccc(-c2nnc(SCC(=O)Nc3ccc(F)c(F)c3)n2Cc2ccco2)c1
    9%, -2%
- CCn1cnc2c1c(=O)n(CC(=O)c1cc(C)n(C)c1C)c(=O)n2Cc1ccccc1
    -5%, 1%
- CC(C(=O)Nc1cccc(C#N)c1)n1nnc(-c2ccccc2Cl)n1 (stereo not drawn)
    -1%, -4%
- CN(C)C(CNC(=O)NCC(c1cccs1)N(C)C)c1cccs1 (stereo not drawn)
    -2%, -3%
- Cc1cccc(Cn2c(N3CCN(Cc4ccccc4)CC3)nc3c2c(=O)[nH]c(=O)n3C)c1
    -22%, -4%
- Fc1ccc(Nc2ncnc3c2nc2n3CCCC2)cc1
    7%, 0%
- CCCN(CCC)C(=O)c1cn(CC)c2ccc(S(=O)(=O)N3CCCCC3)cc2c1=O
    9%[57.5 µM], 4%[57.5 µM]
- COc1cccc(NC(=O)COC(=O)c2cc3c(C)nn(-c4ccc(F)cc4)c3s2)c1
    -5%, -3%
- COCCNC(=O)c1c(-c2ccccc2)c(-c2ccccc2)nn(C)c1=O
    2%, 8%[57.5 µM]
- CCN(CC)CCSCCOC(=O)c1oc2ccccc2c1C
    -3%, 13%
- CSc1ccc(/C=C/C(=O)c2ccc(NC(=O)c3cccc(C)c3)cc2)cc1
    -11%, -9%
- CCc1ccc(C(=O)c2cn(CC(=O)Nc3cc(OC)ccc3OC)c3ccc(C)cc3c2=O)cc1
    -6%, -3%
- CCOC(=O)c1cc2c(=O)n3ccccc3nc2n(Cc2ccco2)c1=NC(=O)c1cc(C)cc(C)c1
    6%, 38%[activator]
- COc1cc(/C=C(\C#N)C(=O)c2ccc(C)cc2)ccc1OCc1c(Cl)cccc1Cl
    ?, -17%
- Cc1cc(S(=O)(=O)Nc2ccc(-c3ccc(N4CCCCCC4)nn3)cc2)c(C)cc1Cl
    -18%, ?
- N#Cc1ccc(/C=C/c2nc3ccccc3s2)cc1
    -2%, 2%
- O=C(COc1ccc(F)cc1Cl)NCCc1nnc2ccccn12
    13%, -1%
- CCNS(=O)(=O)c1ccc2c(c1)NC(=O)CO2
    -1%, 7%
- CCOC(=O)c1scc(-c2ccc(C)cc2)c1S(=O)(=O)Nc1ccc(OC)c(Cl)c1
    -1%, -27%
- CCCNC(=O)Nc1cccc(C(=O)NC)c1C
    -12%, -11%
- Cc1ccccc1C(=O)c1cccn1CC(=O)NCc1ccccc1
    ?, ?
- CC1CCN(CC(O)COCc2ccccc2)CC1 (stereo not drawn)
    6%, -2%
- O=C(CCC1CCCO1)N1CCSCC1 (stereo not drawn)
    -8%, -14%
- CCOC(=O)c1c(NC(=O)c2cc(-c3ccc(Cl)cc3)on2)sc2c1CCCC2
    10%, -7%
- Cc1cc2oc(C(=O)Nc3nc(-c4ccccc4)ns3)c(C)c2cc1Cl
    9%, -10%[57.5 µM]
- COc1ccccc1NC(=O)Nc1nnc(CC(=O)Nc2cccc(C)c2)s1
    2%, 1%
- COc1cccc(NC(=O)CCc2nc(-c3cccs3)no2)c1
    ?, -12%
- COc1ccc(N2CCN(C(=O)Nc3cn(CC(C)C)c(=O)c4ccccc34)CC2)cc1
    115%[activator], -2%

Pulled one by one from above (3):
Under each structure: AID inh, UDG counter
- COc1ccccc1NC(=O)Nc1nnc(CC(=O)Nc2cccc(C)c2)s1
    2%, 1%
- CCNS(=O)(=O)c1ccc2c(c1)NC(=O)CO2
    -1%, 7%
- CCCNC(=O)Nc1cccc(C(=O)NC)c1C
    -12%, -11%

Next section:
Under each structure: AID inh, UDG counter
- O=C(Cn1nc(N2CCN(c3ccccc3)CC2)ccc1=O)Nc1ccccc1F
    -8%, -1%
- CC(C)COc1ccc(/C=C(/C#N)c2nc3ccccc3[nH]2)cc1
    -1%, -4%
- COc1ccc(OC)c(NC(=O)COC(=O)c2cc(C)sc2C)c1
    4%, -3%
- COc1ccc(C2CC(=O)c3cc(-c4nc(-c5cccc([N+](=O)[O-])c5)cs4)c(=O)n(-c4ccc(C)c(C)c4)c3C2)cc1 (stereo not drawn)
    2%, 21%
- CCCc1cc(=O)[nH]c(Nc2cc(Cl)ccc2OC)n1
    165%[activator], 0%
- Cc1ccccc1-n1c(SCC(=O)Nc2ccc(Cl)cc2F)nnc1-c1cc2occc2n1C
    ?, -22%
- S=C(NC1CCSc2ccccc21)NC1CC2CCC1C2 (stereo not drawn)
    -9%, -7%
- COC(=O)c1ccc(COc2ccc3c(=O)c(Oc4cccc(C)c4)c(C(F)(F)F)oc3c2)cc1
    0%, -2%
- Cc1cccc(Nc2nc(-c3ccc4c(c3)CCC(=O)N4)cs2)c1
    -1%, -11%
- COc1cccc(C(=O)Nc2cc3cc(OC)ccc3oc2=O)c1
    6%, 21%
- CCOC(=O)c1c(NC(=O)/C=C/c2ccc(C(C)C)cc2)sc2c1CCC2
    16%, 3%[57.5 µM]
- O=C1C=C(Cl)c2cccc3cccc1c23
    -7%, 2%
- CC1=C(C(=O)Nc2ccc(C)cc2C)C(c2ccc(C)cc2)NC(=S)N1 (stereo not drawn)
    0%, -2%
- COc1ccc(-c2cc3ccc(OC(=O)c4ccco4)cc3oc2=O)cc1
    -15%, -4%
- Cc1cc(C)c2c(c1)[C@]1(C(=O)N2)N2CCC[C@H]2[C@@H](C(=O)c2ccc(F)cc2)[C@]12C(=O)Nc1ccccc12
    -6%, 2%
- O=C(Cc1ccccc1F)NC1CC2CC1C1CCCC21 (stereo not drawn)
    -1%, 6%
- O=C(CN1CCN(C(=O)c2cc(-c3ccccc3)n[nH]2)CC1)N1CCCCC1
    -1%, 6%
- CC1=C(C(=O)Nc2ccc(C)cc2C)C(c2cccn2C)n2ncnc2N1 (stereo not drawn)
    ?, -8%
- Cc1noc(C)c1CC(=O)NC(c1ccccc1F)c1nccn1C (stereo not drawn)
    -7%, 1%
- O=C(CSc1nc(-c2ccc(Cl)cc2)nc2c1Cc1ccccc1O2)N1CCCCC1
    -6%, -14%
- COc1ccc(CNc2nc(-c3ccco3)nn2S(=O)(=O)c2ccc3ccccc3c2)cc1OC
    98%[activator], -1%
- O=C(c1cccc(Cl)c1)N1CCCN(c2cn[nH]c(=O)c2Cl)CC1
    9%, -1%
- CCc1ccccc1NC(=O)CSc1nnc(-c2ccccc2)c(-c2ccccc2)n1
    ?, ?
- CC(C)CCNC(=O)c1ccc2c(c1)NC(=O)C(CS(=O)(=O)Cc1ccc(F)cc1)N2 (stereo not drawn)
    15%, 4%
- CCN(C(=O)Cn1c(=O)oc2cc(Cl)ccc21)c1cccc(C(F)(F)F)c1
    -12%, -20%
- COc1ccc(N2CCN(C(=O)c3c(C)nn(-c4ccc(F)cc4)c3-n3cccc3)CC2)cc1
    -2%, 3%
- CCC1CN(C(=O)N2CCC(C(=O)N3CCN(c4cccc(C)c4C)CC3)CC2)c2ccccc2O1 (stereo not drawn)
    ?, -16%[57.5 µM]
- O=C(CCS(=O)(=O)c1cccs1)Nc1ccc(C(=O)Nc2ccccc2F)cc1
    1%, ?
- CC(=O)Nc1nc2ccc(CC(=O)N3CCN(c4ccccc4F)CC3)cc2s1
    -10%, -7%
- O=C(CSc1ncccc1C(=O)Oc1ccccc1Cl)Nc1ccccc1Cl
    3%, -2%
- O=C(O)CCNS(=O)(=O)c1ccc(Cl)c(C(F)(F)F)c1
    1%, 3%
- CCOc1cc(Br)cc2cc(C(=O)NCc3ccccc3)c(=O)oc12
    2%, -2%
- COc1ccc(Nc2nc(-c3ccc(CNC(C)=O)cc3)cs2)cc1
    -6%, -11%
- CCOc1ccc(-c2c(C)nn3c(C)c(C(=O)NCCc4ccc(C)cc4)cnc23)cc1OCC
    1%, 6%
- COc1ccc(CCNC(=O)Cn2c(=O)n(-c3cc(OC)c(OC)c(OC)c3)c(=O)c3ccccc32)cc1OC
    22%, -3%
- COc1cc(OC)c2c(C)c(CC(=O)NCCc3ccccc3OC)c(=O)oc2c1
    6%, 0%
- COc1ccc(OC)c(-c2cc(C(=O)Nc3c(C)nn(Cc4ccc(C)cc4)c3C)no2)c1
    21%, ?
- COc1ccc(/C(O)=C2\C(=O)C(=O)NC2c2ccc(C(C)(C)C)cc2)cc1F (stereo not drawn)
    16%, 3%
- COc1ccc(Cl)cc1NC(=O)CN1c2ccccc2S(=O)(=O)c2ccccc21
    -3%, 32%[activator]
- COc1ccc(-c2nc(CNS(=O)(=O)c3cccc(F)c3)cs2)cc1
    7%, -1%
- O=C(c1cc(-c2cccs2)nc2ccccc12)N1CCC1
    -1%, -10%
- Cc1ccc(C(=O)Nc2cccc(C(=O)OCc3cc(=O)n4nc(C5CC5)sc4n3)c2)cc1
    17%, -9%
- COc1ccc(CCNC(=O)c2ccc3c(c2)c(C)c(C)n3Cc2ccccc2)c(OC)c1OC
    13%, 27%
- Cc1cccc(NC(=O)c2ccc3snnc3c2)c1C
    3%, 3%
- CCOC(=O)Cc1ccc(NC(=O)N2CC(C)Oc3ccc(Cl)cc32)cc1 (stereo not drawn)
    4%, -2%[57.5 µM]
- COc1ccccc1NC(=O)Cc1c(C(=O)O)[nH]c2ccc(Cl)cc12
    ?, 2%
- COc1cccc(-c2nc(SCC(=O)N3CCc4ccccc43)c3c(=O)n(C)c(=O)n(C)c3n2)c1
    3%, 8%
- Cc1ccc2c(CNCCc3ccco3)c(C(=O)O)n(Cc3ccc(F)cc3)c2c1
    62%[activator], 11%
- CCCNC(=O)c1cccc(CNCc2ccsc2)c1
    6%, -1%
- CCC1SC(C)C/C(=N\O)C1C (stereo not drawn)
    4%, -1%

Arranged by formula weight (high to low): three of the compounds above.
Under each structure: AID inh, UDG counter
- COc1ccc(OC)c(-c2cc(C(=O)Nc3c(C)nn(Cc4ccc(C)cc4)c3C)no2)c1
    21%, ?
- COc1ccc(Cl)cc1NC(=O)CN1c2ccccc2S(=O)(=O)c2ccccc21
    -3%, 32%[activator]
- CCC1SC(C)C/C(=N\O)C1C (stereo not drawn)
    4%, -1%

These rows are one share of the data. The share of hits here may be higher or lower than overall.
